Compound activity as filed in PubChem.
ROC1-CUL1 inh: inhibitors of human ROC1-CUL1 ubiquitin ligase activity | in vitro K48 di-Ub FRET, acceptor:donor ratio, 45 min | AID 1347404 | inhibition, % at 10 µM | P62877+Q13616 | hit rate 0.6% among 140,000; in the data active means inhibition above about 25%
Target sequence (P62877 whole entry, looked up): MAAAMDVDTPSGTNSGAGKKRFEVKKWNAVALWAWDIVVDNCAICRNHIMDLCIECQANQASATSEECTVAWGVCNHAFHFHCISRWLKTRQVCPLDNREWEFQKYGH
Target sequence (Q13616 whole entry, looked up): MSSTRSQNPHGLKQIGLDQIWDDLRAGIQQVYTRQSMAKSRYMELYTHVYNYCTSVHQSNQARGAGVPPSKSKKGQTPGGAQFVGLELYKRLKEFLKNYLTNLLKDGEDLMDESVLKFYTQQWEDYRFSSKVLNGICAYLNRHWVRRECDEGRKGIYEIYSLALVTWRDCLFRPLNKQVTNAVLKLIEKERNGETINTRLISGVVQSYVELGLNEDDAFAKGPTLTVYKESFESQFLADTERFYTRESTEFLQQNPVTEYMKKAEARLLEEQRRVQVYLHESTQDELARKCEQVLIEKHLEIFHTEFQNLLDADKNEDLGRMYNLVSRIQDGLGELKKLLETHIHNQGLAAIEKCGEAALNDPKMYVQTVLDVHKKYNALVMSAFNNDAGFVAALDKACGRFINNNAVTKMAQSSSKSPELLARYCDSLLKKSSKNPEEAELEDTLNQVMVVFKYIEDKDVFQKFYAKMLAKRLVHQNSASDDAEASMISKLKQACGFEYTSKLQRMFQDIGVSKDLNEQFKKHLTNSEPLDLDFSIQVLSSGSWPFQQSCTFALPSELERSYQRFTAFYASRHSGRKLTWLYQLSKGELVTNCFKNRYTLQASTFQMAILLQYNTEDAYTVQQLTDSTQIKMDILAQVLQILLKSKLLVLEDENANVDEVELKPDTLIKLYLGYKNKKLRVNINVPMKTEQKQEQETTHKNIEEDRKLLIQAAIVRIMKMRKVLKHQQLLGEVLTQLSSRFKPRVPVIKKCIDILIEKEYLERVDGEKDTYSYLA
Active calls of the source: *. Not all compounds are listed; the hit share may differ from the screen's.

SMILES | ROC1-CUL1 inh
O=S(=O)(N/N=C/c1c(Cl)cccc1Cl)c1ccc(Cl)cc1 | 5.9
Fc1ccc(C2CCCN(CCN3CCCC3)c3cc(F)ccc32)cc1 (stereo not given) | 4.9
COCCO[C@H]1[C@H](NC(=O)C(C)C)c2ccccc2C12CCN(Cc1cc(OC)cc(OC)c1)CC2 | -7.6
CCN(c1ccccc1C)S(=O)(=O)c1ccc(N2CCCCS2(=O)=O)cc1 | -3.3
Cc1nc(Nc2ccccc2O)c2oc3ccccc3c2n1 | 4.0
O=C(c1ncccc1O)N1CCC(C2CCN(Cc3cccc(F)c3F)CC2)C1 (stereo not given) | -5.4
COc1ccc(OC)c(NC(=O)Cc2nn(C)c(=O)c3ccccc23)c1 | 1.7
CCc1ccccc1NC(=O)Cn1c(=O)ccc2cc(S(=O)(=O)N3CCC(C)CC3)ccc21 | -14.8
CCOC(=O)Nc1sc2c(c1C#N)CCCCC2 | 6.8
Cc1cc(C(=O)NCC(C)C)ccc1NS(C)(=O)=O | -6.5
O=C1NC(=Nc2ccccc2C(=O)O)S/C1=C\c1ccco1 | -4.3
Cc1c(C(=O)NCc2ccccc2Cl)cccc1-n1cnc2cccnc21 | -4.4
COC(=O)c1cc2oc(C)cc2n1Cc1cccc(Cl)c1 | -2.1
COc1ccc(OC(=O)c2cc(S(=O)(=O)N3CCOCC3)ccc2Cl)cc1 | 2.0
CCOC(=O)C(C(=O)OCC)=C1SC2=C(SCc3ccccc3CS2)S1 | -7.5
O=C(Nc1ccccc1)Nc1ccccc1NCC#CC#Cc1ccccc1 | -3.4
COc1ccc(NC(=O)C(Cc2ccccc2)NS(=O)(=O)c2ccc3c(c2)oc(=O)n3C)c(OC)c1 (stereo not given) | 0.0
CCOC1(OCC)C(C#N)(C#N)C(C)(c2ccccc2)C1(OCC)OCC (stereo not given) | 5.3
Cc1cc(C(=O)Nc2cccc(Cl)c2)ccc1[N+](=O)[O-] | 9.5
CCOC(=O)CNC(=O)N1CCc2cc(S(=O)(=O)N3CCC(C)CC3)ccc21 | -0.8
C=C(C)COc1cc2occ(-c3ccc4c(c3)OCCO4)c(=O)c2cc1CC | 7.6
CCc1ccccc1NC(=O)CN1C(=O)CCSc2ccc(S(=O)(=O)N3CCCC3)cc21 | -2.1
O=C(OC(c1ccccc1)c1nccc2ccccc12)c1ccc(I)cc1 (stereo not given) | -11.6
O=C(O)C1CCCCC1C(=O)Nc1nnc(-c2cccs2)s1 (stereo not given) | -5.1

Reprinted from the listing (4 entries):
SMILES | ROC1-CUL1 inh
COC(=O)c1cc2oc(C)cc2n1Cc1cccc(Cl)c1 | -2.1
COc1ccc(OC(=O)c2cc(S(=O)(=O)N3CCOCC3)ccc2Cl)cc1 | 2.0
CCOC(=O)C(C(=O)OCC)=C1SC2=C(SCc3ccccc3CS2)S1 | -7.5
O=C(Nc1ccccc1)Nc1ccccc1NCC#CC#Cc1ccccc1 | -3.4

New compounds follow.
SMILES | ROC1-CUL1 inh
Cc1cccnc1CN1CCN(C(=O)CC2(c3ccc(-c4ccccc4)cc3)CC(=O)N(C)C2=O)CC1 (stereo not given) | 2.7
Cc1ccccc1C(=O)Nc1nnc(SCC2=Nc3c(C)ccc(C)c3C(=O)C2)s1 | 1.6
Cc1ccccc1C(=O)Nc1cnc2sc3c(n2c1=O)CCCC3 | -0.6
COc1ccccc1C(=O)NCCO | 3.4
CCCCOCC(O)CN1CCN(C(C)=O)CC1 (stereo not given) | 3.8
O=C(CCC1CCCN(Cc2cnc[nH]2)C1)NC1CC1 (stereo not given) | 7.8
Cc1noc(C)c1CSc1nc2sc3c(c2c(=O)n1-c1ccccc1)CCC(C)C3 (stereo not given) | -0.7
COc1cc(OC)c(/C=N/n2c(-c3ccc(C)cc3)n[nH]c2=S)c(OC)c1 | 1.1
CCO[C@H]1[C@H](NC(=O)c2ccco2)c2ccccc2C12CCN(C(=O)c1cc3ncccn3n1)CC2 | 13.1
COc1cccc(/C=C2\SC(=O)NC2=O)c1OCc1ccc(C(=O)O)cc1 | -6.0
CC(C)COc1ccc(-c2cc(C(=O)O)c3cc(Br)ccc3n2)cc1 | -1.9
CC(=O)N1CCc2cc(S(=O)(=O)NC(Cc3ccccc3)C(=O)NCc3ccccc3)ccc21 (stereo not given) | -4.6

7 of the entries above in order of the ROC1-CUL1 inh value, lowest first.
SMILES | ROC1-CUL1 inh
COc1cccc(/C=C2\SC(=O)NC2=O)c1OCc1ccc(C(=O)O)cc1 | -6.0
CC(=O)N1CCc2cc(S(=O)(=O)NC(Cc3ccccc3)C(=O)NCc3ccccc3)ccc21 (stereo not given) | -4.6
Cc1noc(C)c1CSc1nc2sc3c(c2c(=O)n1-c1ccccc1)CCC(C)C3 (stereo not given) | -0.7
Cc1ccccc1C(=O)Nc1cnc2sc3c(n2c1=O)CCCC3 | -0.6
COc1cc(OC)c(/C=N/n2c(-c3ccc(C)cc3)n[nH]c2=S)c(OC)c1 | 1.1
CCCCOCC(O)CN1CCN(C(C)=O)CC1 (stereo not given) | 3.8
CCO[C@H]1[C@H](NC(=O)c2ccco2)c2ccccc2C12CCN(C(=O)c1cc3ncccn3n1)CC2 | 13.1

(further entries)
SMILES | ROC1-CUL1 inh
O=C(CCc1nnc(CCCc2ccccc2)o1)NCC(F)(F)F | 8.8
Cc1ccc(C(C)C)c(OCCN2C(=O)c3ccccc3C2=O)c1 | 0.2
O=C(CCn1c(=O)c2cccn2c2cccnc21)NCc1ccccc1Cl | -6.9
Cc1ccc(C(Nc2ccccn2)c2ccc3cccnc3c2O)cc1 (stereo not given) | 0.4
Cc1cccc(CNS(=O)(=O)c2csc(C(N)=O)c2)c1 | -1.8
COc1ccc(CCN2C(=O)N(c3ccc(F)cc3)C(=O)C2CC(=O)Nc2ccccc2)cc1OC (stereo not given) | -13.3
COc1ccc(N(CC(=O)NCc2ccccn2)S(C)(=O)=O)cc1OC | -1.6
O=C1CC2Sc3ccccc3N=C2NN1Cc1ccc(Cl)cc1 (stereo not given) | -3.1
CCN1CCN(C2(C(=O)NCCC3CCCN3C)Cc3ccccc3C2)CC1 (stereo not given) | -1.1
Cc1cccc(-c2nnc(SCc3ccc(C(C)(C)C)cc3)o2)c1 | 2.6
CC(=O)Nc1sc2c(c1C(=O)c1ccccc1)CCCC2 | -2.2
COc1cc(/C=C2\C(=O)N(c3ccc(S(N)(=O)=O)cc3)N=C2C)cc(Br)c1OCC(C)C | -4.1
CC(=O)N1CCC(C(=O)Nc2ccc(C)cc2C)CC1 | -7.0
CCOC(=O)c1ccc2nc(NC(NC(C)=O)(C(=O)OC)C(F)(F)F)sc2c1 (stereo not given) | 15.2
CC(C)CN(CC(C)C)C(=O)C1CCCN(S(=O)(=O)c2ccc3c(c2)oc(=O)n3C)C1 (stereo not given) | -5.6
CCOC(=O)Cc1c(C(=O)OCC)nnc2c(-c3ccccc3)c(C)nn12 | 6.6
CC1(C)CC(=O)C([N+](=O)[O-])C(=Nc2ccccc2)C1 (stereo not given) | 2.4
COc1ccc(CNC(=O)c2cccc(N3CCCS3(=O)=O)c2)cc1OC | -8.7
O=c1nc2n(-c3ccccc3)c3cccc(Cl)c3cc-2c(=O)[nH]1 | 8.4
O=C(NCC(c1cccnc1)N1CCOCC1)C(=O)Nc1ccc(Cl)cc1 (stereo not given) | 3.2
NS(=O)(=O)c1ccc(CCNC(=O)c2nc(SCc3ccccc3F)ncc2Cl)cc1 | -10.2
CCCCCCc1cc2cc(-c3nnc(-c4ccccc4)o3)c(=O)oc2cc1O | -3.1
COc1ccc(CN2CCc3sccc3C2)cc1OCC(O)CN1CCN(C)CC1 (stereo not given) | 0.8
CC1=C(c2ccccc2)C2(c3ccccc3)C3C=CC(C4CCC43)C2(C)C1=O (stereo not given) | 1.1
CCOc1ccc(-n2c(SC)nnc2-c2cc(C)on2)cc1 | -1.2
Cc1ccc(S(=O)/C(F)=C/c2ccccc2C)cc1 (stereo not given) | -0.1
CCCCCN1C(=O)C(c2ccccc2)C(=O)C(C(=O)OCC)C1C (stereo not given) | -2.9
CCCc1c(C(=O)N2CCc3ccccc3C2)nnn1-c1ccccc1 | -1.6
CCCCOc1ccc(Cc2c(Cl)nc(SC)nc2OCC)cc1 | 4.0
CCc1noc(C)c1C(=O)Nc1ccc(C)c(Cl)c1 | 18.6
O=C1OC2(CCCCC2)OC(=O)C1=Cc1cn(Cc2ccccc2Cl)c2ccccc12 | -10.9
Cc1cc(-c2nc3ncccc3o2)ccc1NC(=O)COc1ccc(C(C)(C)C)cc1 | 15.3
CC(C)c1ccc(NS(=O)(=O)c2ccc3[nH]c(=O)[nH]c3c2)cc1 | -2.9
COC(=O)Cn1cnc2sc(C(=O)Nc3ccccc3C)c(C)c2c1=O | 5.6
CCOc1cccc(CN2CCC3(CC2)c2ccccc2[C@@H](NC(=O)CSC)[C@@H]3OC)c1O | 2.7
CCCCOc1ccc(Br)cc1C(c1c(C)[nH]n(-c2ccccc2)c1=O)c1c(C)[nH]n(-c2ccccc2)c1=O | -5.1
COc1ccc(OC)c(C2CC(=O)Nc3ccc4ccccc4c32)c1 (stereo not given) | -2.2
Cc1ccc(-n2c(SCC(=O)c3ccc(Cl)cc3)nc3sc4c(c3c2=O)CCCCC4)cc1 | 1.1
CCn1c(=O)c2c(nc3n2CCN3c2ccc(OC)cc2)n(C)c1=O | 2.7
O=C(CC1(O)C(=O)Nc2ccc(Br)cc21)c1ccc(Cl)s1 (stereo not given) | 0.3
Cc1oc(-c2ccc(C(=O)NCc3ccc(N(C)C)cc3)cc2)nc1COc1ccccc1 | -2.1
CCCCNC(=O)CSc1nc2nc(C)c(Cc3ccccc3C)c(C)n2n1 | -5.0
Nc1nc2ccccc2n1C(=O)c1c(Cl)cccc1Cl | -1.5
COc1ccc(OC(C)C(=O)NCc2nc(-c3ccc(Cl)cc3)no2)cc1 (stereo not given) | 1.7
CC(C)(C)C1CCC(NC(=O)c2cccnc2)CC1 (stereo not given) | -3.6
CC(Oc1ccccc1Br)C(=O)NNC(=O)c1cc2cc(Br)ccc2oc1=O (stereo not given) | 1.5
COCc1cn(C2CCN(C/C=C/c3ccccc3)CC2)nn1 | 11.1
Brc1ccc(CNCc2ccccn2)cc1 | 2.5
N#Cc1cccnc1-c1cccc(-c2ccn(CCN3CCCCC3)n2)c1 | -2.8
COc1cccc(NC(=O)CSc2nc3scc(-c4ccc(C)o4)c3c(=O)n2-c2ccccc2)c1 | 4.9
CCOC(=O)c1cc(-c2ccccc2)n(-c2cccc(C(=O)Nc3cccc(F)c3)c2)c1C | -4.2
N#CC1C(=N)Oc2n[nH]c(-c3ccccc3)c2C1c1ccc(N2CCOCC2)cc1 (stereo not given) | 2.1
CCOc1ccc(CCNC(=O)CSc2nc3ccccc3nc2Cc2ccc(C)cc2)cc1OCC | 7.3
Cc1ccc(-n2cnc(N)c2C(=O)c2cccc([N+](=O)[O-])c2)cc1 | 0.0
O=C(OCc1ccc(Br)cc1)c1cc(=O)[nH]c2ccccc12 | 2.0
COc1ccccc1NC(=O)c1oc2ccccc2c1NC(=O)C1CCCCC1 | -0.4
CC1=C(C(=O)OC2CCCC2)C(c2ccccc2Cl)NC(=O)N1C (stereo not given) | -4.8
CCC(C)NC(=O)c1sc2nc3n(c(=O)c2c1C)CCC3 (stereo not given) | -9.0
COc1ccc(NC(=O)c2ccco2)cc1NC(=O)COc1cc(C)ccc1C(C)C | -5.2
CCN(CC1CCN(C2CCN(C)CC2)CC1)C(=O)Cc1ccsc1 | -9.0

(cont.)
SMILES | ROC1-CUL1 inh
Cc1ccc(-c2cc(C(=O)Nc3sc4c(c3C(N)=O)CCC(C(C)(C)C)C4)c3ccccc3n2)o1 (stereo not given) | -1.6
COC(=O)c1cnc(N2CCN(c3ccc(F)cc3)CC2)c2ccccc12 | 4.9
CC(C)(C)c1ccc2c(c1)C(=O)N(c1cccc(C(=O)O)c1)C2=O | 5.7
CCCS(=O)(=O)c1ncc(CN(C)Cc2cc(C3CC3)n[nH]2)n1CC1CCCO1 (stereo not given) | 2.7
O=C(Nc1ccc(NCN2C(=O)c3ccc([N+](=O)[O-])cc3C2=O)cc1)c1ccccc1 | -4.9
COc1ccc(CCNC(=O)CSc2nnc(CSc3nc4ccccc4s3)n2C)cc1OC | 0.3
CCOc1ccc(-n2c(SCC(=O)Nc3cc(C)on3)nc3c([nH]c4ccccc43)c2=O)cc1 | -3.9
O=C(Cc1cccc(F)c1)N1CCOCC1 | 15.4
Cc1cccc(C)c1N1CCN(S(=O)(=O)N2CCCC2)CC1 | 3.2
Cc1ccc(CNC(=O)c2ccc(CSc3nc4ccncc4n3Cc3ccc(C)cc3)cc2)cc1 | 3.9
CN(C)c1ccnc2sc3c(NCC(O)CO)ncnc3c12 (stereo not given) | 5.0
CCOc1ccc(NC(=O)CSCC(=O)Nc2ccccc2OCC)cc1 | 0.1
COc1ccc(N2CCN(CCCNC(=O)Cn3c(-c4cccs4)cc4ccccc43)CC2)cc1 | 2.2
O=C(CC(NCc1cccnc1)C(=O)O)Nc1ccc(O)cc1 (stereo not given) | -4.2
O=C(O)c1cccnc1SC1CC(=O)N(c2cccc(C(F)(F)F)c2)C1=O (stereo not given) | 10.0
CCOC(=O)c1sc2c(c1C)C(=O)C(C(=O)OCC)C=N2 (stereo not given) | -3.5
Cc1ccc(CN2CCSCC2)c(C)c1 | -5.0
CCOC(=O)c1cc2c([nH]c1=O)CC(C)CC2=O (stereo not given) | -4.6
CC1(C)CC(=O)C2C(=NC(=O)CC2c2ccc([N+](=O)[O-])o2)C1 (stereo not given) | 5.3
O=C1O[C@@H]2CN(c3cnccn3)C[C@@H]2N1CCc1ccccn1 | 9.0
CC(C)c1ccccc1NC(=O)CN(c1cc(C(F)(F)F)ccc1Cl)S(C)(=O)=O | -4.3
Cc1cccc2sc(N(Cc3cccnc3)C(=O)CCc3ccccc3)nc12 | -1.3
COc1ccc(CCC(=O)N2CCc3c(cnc(C)c3CNC(=O)c3ccc4c(c3)OCO4)C2)cc1 | 0.2
